From PubChem
SENP8 block-1 – SENP8 (human) protease inhibition; inhibition, % at 20 µM; AID 602440; Q96LD8; 0.64% of 360,000 active; recombinant SENP8, Nedd8 substrate fluorescence; in the data active means inhibition mostly above about 40%, no sharp cut-off; inactive means mostly below about 27%
Target sequence (Q96LD8 whole entry, looked up): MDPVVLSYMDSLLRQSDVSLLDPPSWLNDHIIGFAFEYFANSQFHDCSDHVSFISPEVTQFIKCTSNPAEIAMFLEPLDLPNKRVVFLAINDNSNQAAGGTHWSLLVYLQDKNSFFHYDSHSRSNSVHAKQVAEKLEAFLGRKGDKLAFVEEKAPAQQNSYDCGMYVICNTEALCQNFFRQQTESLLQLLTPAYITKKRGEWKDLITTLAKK
SENP6 block – SENP6 protease inhibition | Q9GZR1 | inhibition, % at 10 µM | 1.8% of 330,000 active | Recombinant SENP6 catalytic domain, aminoluciferin luminescence | AID 2599;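 active means inhibition above about 50% at the single tested dose, limit read from the data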;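 further: plate controls were DMSO wells with enzyme for no effect and DMSO wells lacking enzyme for full effect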
Target sequence (Q9GZR1 628-1112 limits assumed): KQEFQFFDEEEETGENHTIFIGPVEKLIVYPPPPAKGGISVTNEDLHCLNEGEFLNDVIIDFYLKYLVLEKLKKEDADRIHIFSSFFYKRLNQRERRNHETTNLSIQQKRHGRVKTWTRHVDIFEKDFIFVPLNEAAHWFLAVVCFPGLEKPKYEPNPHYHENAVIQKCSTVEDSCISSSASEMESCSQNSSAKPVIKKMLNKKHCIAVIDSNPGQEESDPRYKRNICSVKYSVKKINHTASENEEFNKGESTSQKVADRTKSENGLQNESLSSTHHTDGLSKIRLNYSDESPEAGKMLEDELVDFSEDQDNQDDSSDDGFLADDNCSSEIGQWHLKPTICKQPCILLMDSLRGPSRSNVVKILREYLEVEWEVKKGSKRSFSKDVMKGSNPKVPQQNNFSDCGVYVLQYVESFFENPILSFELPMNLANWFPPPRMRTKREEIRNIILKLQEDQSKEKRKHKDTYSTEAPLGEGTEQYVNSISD
SENP7 block – SENP7 protease inhibition; Q9BQF6; recombinant SENP7, Z-RLRGG-aminoluciferin luminescence, 40 min; inhibition, % at 5 µM; 1.5% of 330,000 active; AID 434973;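 active means inhibition above about 50% at the single test dose, limit read from the data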;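 further: plate controls were DMSO with enzyme for no effect and no enzyme buffer wells for full effect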
Target sequence (Q9BQF6 706-1050 limits assumed): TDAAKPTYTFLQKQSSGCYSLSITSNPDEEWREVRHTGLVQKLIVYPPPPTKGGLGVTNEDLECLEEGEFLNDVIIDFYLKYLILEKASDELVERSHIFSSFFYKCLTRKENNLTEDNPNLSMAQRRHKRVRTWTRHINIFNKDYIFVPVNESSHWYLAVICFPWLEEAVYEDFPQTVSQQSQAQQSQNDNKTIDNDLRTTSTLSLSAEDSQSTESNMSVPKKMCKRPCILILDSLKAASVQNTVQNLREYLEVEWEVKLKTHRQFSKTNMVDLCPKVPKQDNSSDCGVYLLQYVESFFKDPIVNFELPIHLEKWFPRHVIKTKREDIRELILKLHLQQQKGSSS
SENP8 block-2 – inhibitors of human SENP8 protease. Q96LD8. purified SENP8, Z-RLRGG-aminoluciferin cleavage, luminescence. 1.2% of 330,000 active. AID 2540. inhibition, % at 10 µM; in the data active means inhibition above about 50%
HKDC1 inh – inhibitors of human hexokinase HKDC1. Q2TB90. recombinant HKDC1, G6PDH/diaphorase resazurin coupled fluorescence. inhibition, % at 20 µM. 0.16% of 340,000 active. AID 493160;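 active means inhibition above about 35% when tested at 20 µM, limit read from the data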;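 further: plate controls were DMSO wells with enzyme for no effect and DMSO wells lacking enzyme for full effect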
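Test system: HK5 enzyme. Quantity: 5 µg/mL HK5 final. Reagent: glucose and ATP substrates. Schedule: 90 min reaction incubation at room temperature, dark. Technique: resazurin-to-resorufin fluorescence via G6PDH and diaphorase coupling, 525/613 nm. Control set: DMSO wells with and without enzyme mix.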
SENP1 FRET inh – SENP1 (human) catalytic domain inhibition; Q9P0U3; inhibition, % at 10 µM; 0.21% of 360,000 active; recombinant SENP1 catalytic domain, CyPet-SUMO1-YPet FRET cleavage;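 active means inhibition at least 30% at 10 µM, raw YFP signal under a set limit, fluorescence ratio 0.5 to 1.5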;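 further: 0% = enzyme with DMSO and 100% = no enzyme wells; some results filed as inactive read as strong as hits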
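Material – human SENP1 catalytic domain · Input – SENP1 enzyme, 20 pM final · Compound dosing – single concentration of 10 µM compound, 0.5% DMSO final · Timing – enzyme reaction for 50 min at room temperature, dark · Measured by – FRET fluorescence in CFP and YFP emission channels · Control set – no-enzyme wells low, DMSO-plus-enzyme wells high control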
Apaf1 inhib – inhibitors of human Apaf-1 apoptosome; inhibition, % at 20 µM; reconstituted apoptosome caspase-3 activity, DEVD-Rh110 fluorescence; O14727; 0.71% of 330,000 active; AID 489030; active means inhibition of at least 40% at 20 µM;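 further: plate controls were DMSO wells for no effect and DEVD-CHO caspase inhibitor wells for full effect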
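Material: cell-free apoptosome with Apaf-1, procaspase-3 and caspase-9; Buffer or medium: Hepes pH 7.5 with detergent and BSA; Reagent: cytochrome c trigger plus (Z-DEVD)2-Rh110 caspase-3 substrate; Times: compound with Apaf-1, dATP, procaspase-3 30 min, then 50 min reaction, room temperature; Technique: Rh110 fluorescence intensity.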
PfGluPho inh – PfG6PD (Plasmodium falciparum) enzyme inhibition | PfGluPho enzyme, NADPH resazurin-diaphorase fluorescence | inhibition, % at 20 µM | 0.78% of 350,000 active;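 active means inhibition reaching at least a set limit at 20 µM in the primary screen, cut at about 59% in these data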;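 further: 0% = DMSO wells with substrate and 100% = DMSO wells lacking glucose-6-phosphate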
* marks the source's active call; other numbers are inactive results; i = inactive; . = not tested or not shown.

SMILES	SENP8 block-1	SENP6 block	SENP7 block	SENP8 block-2	HKDC1 inh	SENP1 FRET inh	Apaf1 inhib	PfGluPho inh
COc1ccccc1-c1nc(C#N)c(N2CCCCCC2)o1	-247	0	-5	-13	-1	0	14	-7
COc1ccc(Nc2nnc(C)c3ccccc23)cc1C(N)=O	-19	-9	-1	-1	0	2	-2	16
CN(C)CCCN1C(=O)C(O)=C(C(=O)c2cccs2)C1c1cccc([N+](=O)[O-])c1 (stereo not drawn)	.	-22	-17	-7	.	.	3	.
CCc1ccccc1NC(=O)CN(c1cccc(OC)c1)S(C)(=O)=O	22	-2	-3	-5	-2	-1	3	7
Cc1ccc(S(=O)(=O)N2CCC(=O)N(CCOCc3cccc(F)c3)CC2)cc1	11	-1	3	0	-4	0	11	5
O=C(Nc1ccc(S(=O)(=O)Nc2nccs2)cc1)C1CC(=O)N(c2ccc(Cl)cc2)C1 (stereo not drawn)	9	-18	-1	-2	-2	3	2	-25
CCn1c(-c2cc(C3CC3)nc3ccccc23)n[nH]c1=S	-38	-16	-8	-5	-9	-4	-3	55
O=C(O)c1cccc2c1C(=O)N(Cc1ccncc1)C2	0	-9	-12	-7	-9	1	5	0
Cc1ccc(OCc2cnc(Cl)s2)c(C)c1	-1	-32	1	-22	-11	0	5	20
COCCCC1CCN(C(=O)c2cc(COc3cc(C)ccc3C)on2)CC1	1	-4	17	-4	1	-3	20	6
O=C(c1ccco1)N1CCN(C(=O)c2cc3cc([N+](=O)[O-])ccc3oc2=O)CC1	11	-15	3	0	1	1	-7	-16
COc1ccc(-c2ccc(CCC(=O)O)n2NC(=O)c2ccc(C(C)(C)C)cc2)cc1	-41	12	3	-15	-1	-14	15	-20
CCOC(=O)/C(C#N)=C\c1c(C)cc(C)c(COC(C)=O)c1C	10	-19	-5	-8	0	2	6	0
COc1cccc(/C=N/Nc2nnc3c(n2)[nH]c2ccccc23)c1OC	-89	-7	1	-5	-6	-24	-5	-10
Cn1c(=O)c(C(=O)NNC(=O)c2ccccc2Br)c(O)c2ccccc21	-5	19	1	7	-6	1	7	-22
CCN1CCN(C(=O)C(C)Oc2ccc(S(=O)(=O)N3CCCC3)cc2C(N)=O)CC1 (stereo not drawn)	-8	0	2	4	-2	2	3	0
O=S(=O)(NCc1ccccc1)c1ccccc1Br	9	34	2	35	-1	1	-4	31
O=C1C(=O)N(CCCN2CCOCC2)C(c2ccc([N+](=O)[O-])cc2)/C1=C(/O)c1ccc2c(c1)OCO2 (stereo not drawn)	10	3	-14	1	1	-5	5	14
Cc1ccc(NC(=O)COc2ccccc2C=O)cc1Cl	-2	11	5	-8	-5	2	15	-10
Cc1nn(CC(=O)Nc2ccc3c(c2)OCO3)c(C)c1[N+](=O)[O-]	15	-16	-3	1	-1	0	9	-1
NS(=O)(=O)c1ccc(NC(=O)c2cc(Cl)sc2Cl)cc1	14	-1	5	-11	-3	2	-8	4
COc1ccc(CCNC(=O)C(=O)NCC2OCCN2S(=O)(=O)c2ccc(F)cc2)cc1OC (stereo not drawn)	6	-6	-1	9	-4	1	-3	-5
O=C(O)CCCCCNC(=O)c1ccncc1	9	-2	-3	-2	-2	-2	-8	-12
CCc1cccc(C)c1NC(=O)c1cc(C)oc1C	7	6	1	3	-7	-2	-7	6
NC(=O)NC(=O)CSc1cccc(C(F)(F)F)c1	14	-10	-12	-10	-5	2	-25	1
O=C1[C@H]2[C@@H](c3ccc(F)cc3)N3C(=O)N(c4cccc(Br)c4)C(=O)[C@@]3(Cc3ccccc3)[C@H]2C(=O)N1C1CCCCC1	13	-10	-7	-6	-4	1	15	13
C[C@H]1CN=C(N(C)C)N1CCC1CCCCC1	21	-6	4	4	-8	0	-12	12
O=C(NCCc1cnccn1)C1CCC(=O)N(Cc2ccc(Cl)cc2)C1 (stereo not drawn)	7	-9	-2	5	-6	0	10	-12
O=C(Nc1nncs1)c1cc(-c2ccco2)nc2ccccc12	i	-13	7	-2	-1	3	2	39
Cc1ccc(/C=N/NC(=O)CCCOc2ccc(Cl)cc2Cl)cc1[N+](=O)[O-]	14	-34	-3	-18	-6	3	27	38

Part of the list above, set out differently.
| Compound | SENP8 block-1 | SENP6 block | SENP7 block | SENP8 block-2 | HKDC1 inh | SENP1 FRET inh | Apaf1 inhib | PfGluPho inh |
| --- | --- | --- | --- | --- | --- | --- | --- | --- |
| CCc1cccc(C)c1NC(=O)c1cc(C)oc1C | 7 | 6 | 1 | 3 | -7 | -2 | -7 | 6 |
| Cn1c(=O)c(C(=O)NNC(=O)c2ccccc2Br)c(O)c2ccccc21 | -5 | 19 | 1 | 7 | -6 | 1 | 7 | -22 |

Following part.
SMILES	SENP8 block-1	SENP6 block	SENP7 block	SENP8 block-2	HKDC1 inh	SENP1 FRET inh	Apaf1 inhib	PfGluPho inh
Cc1ccc2nc(-c3cc(N)cc(N)c3)oc2c1	-324	25	11	16	6	-23	10	21
Brc1ccc(-c2nnc(-c3ccco3)o2)cc1	-208	81*	60*	66*	0	0	-3	9
C=CCNC(=O)CN1c2cccc3cccc(c23)S1(=O)=O	-316	-7	-10	-9	8	-1	16	-6
CCCCSc1nnc(-c2cc(Br)ccc2N)c(=O)[nH]1	8	9	-3	-10	1	4	3	-17
S=c1[nH]ncn1-c1ccccn1	22	-4	-2	-8	-1	0	-4	28
CN(Cc1cn(C)nc1-c1ccc(Oc2ccccc2)cc1)C1CCOC1 (stereo not drawn)	12	8	13	9	-4	4	-10	13
COC(=O)CSc1nnc(-c2cccnc2)n1-c1cccc(OC)c1	7	-2	1	3	-2	0	-18	1
O=C(CC12CC3CC(CC(C3)C1)C2)NCCN1CCOCC1	5	1	-7	7	0	2	-16	-8
Cc1ccc(Nc2nc(N)nc(CCl)n2)cc1	26	-21	15	-15	-3	-2	-16	13
COc1ccc(C(=O)NCc2nnc(SCC(=O)N3CCc4ccccc43)n2Cc2ccccc2)cc1	9	5	6	0	-10	-1	18	-7
COc1ccc(NC(=O)Cc2coc3cc(C)c(C(C)C)cc23)cc1S(=O)(=O)N1CCOCC1	8	-2	-2	1	2	-14	0	14
O=[N+]([O-])c1ccc(NC(c2ccccc2)c2ccc3cccnc3c2O)cc1 (stereo not drawn)	16	.	.	.	-31	-7	.	-10
Cc1nn(CC(=O)NCC2CCCO2)c(=O)c2ccccc12 (stereo not drawn)	25	-15	4	-4	-3	0	6	-19
O=C(CCn1c(=O)c2cccn2c2ccccc21)Nc1ccc(F)cc1	12	0	2	2	5	-2	8	-5
O=C(O)CCC(=O)Nc1ccccc1C(=O)NC1CCCCC1	-14	-3	-3	-1	5	1	-20	5
O=C1C(=C2CCc3ccccc32)Cc2ccccc21	15	.	.	.	-2	2	.	24
Cn1nnc(NC(=O)c2ccco2)n1	9	10	6	3	8	1	-6	-8
COc1ccc([C@H]2CC(=O)C=C(c3cccc(OC)c3OC)C2)cc1OC	16	6	9	-3	1	0	11	14
Cc1cc2nc3c(nc2cc1C)C(O)=C3O	16	7	-6	-6	-1	-6	-11	-11
CCCCn1c(N)c(N(CC)C(=O)c2ccc(C#N)cc2)c(=O)[nH]c1=O	-9	-13	2	1	3	0	5	-18
COCCn1c(SCc2ccc(F)cc2)nc2ccccc2c1=O	-3	-16	0	4	-1	-1	15	17
O=[N+]([O-])c1cccc(Cl)c1NCCNS(=O)(=O)c1ccc(Cl)cc1	15	-8	5	2	-4	2	-6	45
O=C(Nc1ccccc1Cl)N1CCN(Cc2ccc3c(c2)OCO3)CC1	5	-7	7	-4	-13	0	-3	-1
CS(=O)(=O)c1nc(S(=O)(=O)c2ccc(Cl)cc2)c(NCCCN2CCOCC2)s1	2	-11	17	-6	-8	1	-4	-2
O=C(CCCN=C1NS(=O)(=O)c2ccccc21)OCC(=O)c1ccc(F)c(F)c1	2	-4	4	-6	3	2	4	-16
Cc1cc(C(=O)CCC(=O)Nc2ncccc2O)c(C)s1	11	-8	11	-7	-1	1	3	0
CN(C)c1nnnn1Cc1ccc(Cl)cc1Cl	9	1	1	2	-5	2	-13	-19
Cc1cccc(N(CC(=O)NC2CCCC2)C(=O)c2nsc(Cl)c2Cl)c1C	10	-17	-5	1	11	2	15	-20
CC(=O)Nc1ccc(OC(=O)c2ccc(Cl)cc2)cc1	16	-30	-18	-30	8	3	8	-11
CCCCN(C)C1CCN(C(=S)Nc2cccc(OC)c2)CC1	10	4	4	0	0	0	-16	-2

Reformatted: entries from further up.
structure | SENP8 block-1 | SENP6 block | SENP7 block | SENP8 block-2 | HKDC1 inh | SENP1 FRET inh | Apaf1 inhib | PfGluPho inh
Cc1cc(C(=O)CCC(=O)Nc2ncccc2O)c(C)s1 | 11 | -8 | 11 | -7 | -1 | 1 | 3 | 0
CN(C)c1nnnn1Cc1ccc(Cl)cc1Cl | 9 | 1 | 1 | 2 | -5 | 2 | -13 | -19

Quoted at random: 2 records from the list
SMILES	SENP8 block-1	SENP6 block	SENP7 block	SENP8 block-2	HKDC1 inh	SENP1 FRET inh	Apaf1 inhib	PfGluPho inh
CCCCN(C)C1CCN(C(=S)Nc2cccc(OC)c2)CC1	10	4	4	0	0	0	-16	-2
O=C(Nc1ccccc1Cl)N1CCN(Cc2ccc3c(c2)OCO3)CC1	5	-7	7	-4	-13	0	-3	-1

(more compounds)
SMILES	SENP8 block-1	SENP6 block	SENP7 block	SENP8 block-2	HKDC1 inh	SENP1 FRET inh	Apaf1 inhib	PfGluPho inh
COc1ccc(N2CCN(S(=O)(=O)c3ccc(C(=O)NCc4ccco4)cc3)CC2)cc1	19	14	-1	6	-15	0	-4	-4
Cc1ccc(NC(=O)CN(C)C(=O)C2CC(=O)N(Cc3ccccc3)C2)cc1 (stereo not drawn)	2	-4	3	4	3	1	-6	-7
CCOC(=O)N1CCN(S(=O)(=O)c2ccc([N+](=O)[O-])cc2)CC1	20	8	2	1	-7	0	-4	-4
O=C(CCCN1C(=O)c2ccccc2C1=O)Nc1nccs1	0	0	-7	-5	4	0	-1	-4
O=C(CSc1n[nH]c(=O)[nH]c1=O)N/N=C/c1ccccc1	9	-14	0	-7	-11	1	-3	-19
C/C(CCc1ccccc1)=N\NC(=O)c1ccccc1[N+](=O)[O-]	7	1	9	0	-3	-3	7	0
CC(=O)c1c(C)[nH]c(C(=O)OCc2cccc(Cl)c2)c1C	27	-11	11	-8	6	1	-13	3
CCc1cccc(OC2OC(CO)C(O)C(O)C2NC(C)=O)c1 (stereo not drawn)	4	0	-1	-3	-7	1	-17	8
CCOC(=O)C1CCN(C(=O)c2cc(CN3C(=O)c4ccccc4C3=O)ccc2OCC)CC1	3	-10	-7	7	-5	-1	14	-3
COc1cccc(-c2noc(C3CCCN(C(=O)c4ccc(F)cc4)C3)n2)c1 (stereo not drawn)	12	11	1	0	-2	-2	11	-3
Cc1cc(C)c(C#N)c(SCS(=O)Cc2ccc(Cl)cc2)n1 (stereo not drawn)	-2	-7	4	-2	-3	3	-3	-2

Compound profiles (already shown). Screens in order: SENP8 block-1	SENP6 block	SENP7 block	SENP8 block-2	HKDC1 inh	SENP1 FRET inh	Apaf1 inhib	PfGluPho inh
O=C(CSc1n[nH]c(=O)[nH]c1=O)N/N=C/c1ccccc1 across the screens: 9	-14	0	-7	-11	1	-3	-19
C/C(CCc1ccccc1)=N\NC(=O)c1ccccc1[N+](=O)[O-] across the screens: 7	1	9	0	-3	-3	7	0
CCc1cccc(OC2OC(CO)C(O)C(O)C2NC(C)=O)c1 (stereo not drawn) across the screens: 4	0	-1	-3	-7	1	-17	8
